CRFBP-R2 agonist – CRF-BP/CRF-R2 complex agonism | 350,000 compounds, 0.46% hits | HEK293 CRF-R2/CRF-BP, calcium dye fluorescence (FLIPR); percent of saturating CRF peptide response | activation, % at 13.2 µM | AID 588473;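 active means activation of at least 50%, plus an integration ratio under a set limit after plate pattern correction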;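 further: plate controls were neutral control wells without compound for no effect and CRF at EC100 for full effect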
M5 PAM – potentiates acetylcholine response at human M5 receptor; CHO-K1 hM5, Fluo-8 calcium, ACh EC20 PAM; 0% = ACh EC20, 100% = ACh EC100; activation, % at 3 µM; 360,000 compounds, 0.3% hits;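 active means activation above the run cutoff, the mean activation of all test compounds plus 3 SD, cut at about 18% in these data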
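Measured by: Fluo-8 calcium fluorescence; material: human M5 receptor in CHO-K1 cells; schedule: Post-acetylcholine fluorescence recording 140 s; benchmarks: low control EC20 acetylcholine (0%), high control EC100 acetylcholine (100%); read-out: Max/basal fluorescence ratio as % of EC20–EC100 ACh window; compound: single dose, 3 µM nominal final test concentration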
CHRM4 PAM – CHRM4 positive allosteric modulation; CHO-K1 hM4/Gqi5, Fluo-8 calcium fluorescence, ACh EC20; 0% = ACh EC20, 100% = maximal ACh; P08173; activation, % at 3 µM; AID 624126; 360,000 compounds, 0.4% hits;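 active means activation above its plate's cutoff, the mean activation of sample wells plus 3 SD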; further: some results filed as inactive read as strong as hits
M5 antag – CHRM5 antagonism in calcium assay; P08912; CHO-hM5 cells, Fluo-8 calcium fluorescence, ACh EC80; inhibition, % at 3 µM; 360,000 compounds, 0.59% hits;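 active means inhibition above a per-plate cutoff, the mean of that plate's test compounds plus 3 SD, cut at about 27% in these data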;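 further: 0% = acetylcholine EC80 with DMSO and 100% = DMSO without agonist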
CHRM4 antagonist – antagonists of human muscarinic M4 receptor (CHRM4); P08173; CHO-hM4 cells, ACh EC80, Fluo-8 calcium fluorescence; inhibition, % at 3 µM; 360,000 compounds, 0.73% hits;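 active means inhibition above its plate's cutoff, the mean inhibition of sample wells plus 3 SD, cut at about 27% in these data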;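 further: 0% = acetylcholine EC80 with DMSO and 100% = DMSO without agonist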
M5 ag – agonists of human muscarinic M5 receptor (CHRM5); 360,000 compounds, 0.19% hits; P08912; activation, % at 3 µM; CHO-K1 hM5 cells, Fluo-8 calcium fluorescence; 0% DMSO wells, 100% maximal acetylcholine response;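 active means activation above the run's mean over test compounds plus 3 SD, cut at about 23% in these data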;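 further: signal is peak over basal fluorescence ratio across the kinetic read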
M4 ag – agonists of human muscarinic M4 receptor (CHRM4) | activation, % at 3 µM | 360,000 compounds, 0.14% hits | CHO-K1 hM4/Gqi5, Fluo-8 calcium fluorescence; vehicle 0%, full acetylcholine response 100% | AID 624127 | P08173;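 active means activation above the run mean over all test wells plus 3 SD, cut at about 32% in these data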;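 further: peak over basal fluorescence ratio per well then scaled between controls; 0% = DMSO wells and 100% = acetylcholine at EC100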
CRFR2-BP antag – CRF-BP/CRF-R2 complex antagonism | HEK293 CRF-R2/CRF-BP, CRF-induced calcium fluorescence | inhibition, % at 11.8 µM | 350,000 compounds, 0.59% hits;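 active means inhibition of the ligand-induced calcium signal above about 50% at the single tested concentration, limit read from the data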
IDE inh – inhibitors of human insulin-degrading enzyme in cells; P14735; inhibition, % at 5.59 µM; 320,000 compounds, 0.41% hits; AID 434962; HEK cells, FAbetaB cleavage, fluorescence polarization;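 active means percent inhibition above the average of all tested compounds plus 3 SD, set per screening campaign, cut at about 16% in these data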;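 further: IDE supplied by intact live HEK cells; FP after avidin binding of uncleaved biotin substrate so inhibition keeps polarization high; 0% = DMSO wells and 100% = 60 µM reference IDE inhibitor Ii1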
Target sequence (P14735 whole entry, looked up): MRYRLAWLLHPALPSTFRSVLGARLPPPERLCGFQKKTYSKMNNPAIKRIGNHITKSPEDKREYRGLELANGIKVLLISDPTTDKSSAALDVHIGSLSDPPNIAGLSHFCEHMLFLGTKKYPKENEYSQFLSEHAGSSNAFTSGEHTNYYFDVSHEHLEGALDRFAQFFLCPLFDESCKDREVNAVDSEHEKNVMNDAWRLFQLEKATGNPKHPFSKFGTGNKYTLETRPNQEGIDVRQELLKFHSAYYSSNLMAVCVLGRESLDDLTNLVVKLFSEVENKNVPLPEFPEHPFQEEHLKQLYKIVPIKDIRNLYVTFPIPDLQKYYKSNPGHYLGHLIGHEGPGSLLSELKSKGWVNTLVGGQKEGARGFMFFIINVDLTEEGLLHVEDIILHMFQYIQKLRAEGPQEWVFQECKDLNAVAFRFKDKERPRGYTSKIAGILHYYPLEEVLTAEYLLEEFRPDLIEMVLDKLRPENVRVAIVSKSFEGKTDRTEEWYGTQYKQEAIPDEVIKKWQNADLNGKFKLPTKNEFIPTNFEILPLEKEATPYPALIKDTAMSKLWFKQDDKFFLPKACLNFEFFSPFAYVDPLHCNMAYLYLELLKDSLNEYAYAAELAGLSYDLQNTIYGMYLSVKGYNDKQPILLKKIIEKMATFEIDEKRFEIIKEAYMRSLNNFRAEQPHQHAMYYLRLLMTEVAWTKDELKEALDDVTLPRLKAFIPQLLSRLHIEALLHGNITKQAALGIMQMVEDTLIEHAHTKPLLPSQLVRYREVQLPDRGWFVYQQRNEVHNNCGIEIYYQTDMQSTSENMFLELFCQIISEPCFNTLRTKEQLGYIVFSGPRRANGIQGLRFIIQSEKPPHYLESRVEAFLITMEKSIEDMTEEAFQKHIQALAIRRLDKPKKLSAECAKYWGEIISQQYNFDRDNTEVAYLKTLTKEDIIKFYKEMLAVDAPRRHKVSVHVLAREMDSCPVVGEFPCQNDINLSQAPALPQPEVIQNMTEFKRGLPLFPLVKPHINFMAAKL
Starred values were filed as active, the others as inactive; x = no result given.

SMILES | CRFBP-R2 agonist | M5 PAM | CHRM4 PAM | M5 antag | CHRM4 antagonist | M5 ag | M4 ag | CRFR2-BP antag | IDE inh
O=C(Nc1ccc(S(=O)(=O)N2CCOCC2)cc1)c1cc(S(=O)(=O)N2CCOCC2)ccc1Cl | 2.0 | -18 | 2 | 4 | -1 | -6 | 5 | -1 | 1
O=C(COC(=O)CC1CCCC1)Nc1ccccc1[N+](=O)[O-] | 0.4 | 0 | 9 | -4 | -26 | 0 | 3 | -3 | 2
CCOC(=O)c1sc2nc(C)nc(N3CCCCC3C)c2c1C (stereo unspecified) | 3.6 | -1 | -7 | 9 | 6 | -3 | -1 | -38 | 1
CCOC(=O)c1[nH]c(C)c(C(=O)OCC(=O)N2CC(=O)Nc3ccccc32)c1C | 0.7 | -11 | 4 | 6 | -2 | 3 | 6 | -10 | 5
COc1ccc(NC(=O)CSc2nnc(-c3ccccn3)n2Cc2ccco2)cc1OC | 0.7 | -6 | -2 | 5 | 10 | 3 | 1 | -3 | 0
NS(=O)(=O)c1cccc(NC(=O)COC(=O)CN2C(=O)C3CC=CCC3C2=O)c1 (stereo unspecified) | 1.2 | -1 | 5 | -3 | -7 | -4 | 1 | 16 | 6
Cc1ncc(CN=Cc2ccc(Cl)cc2)c(N)n1 | -0.5 | -2 | -3 | 2 | 1 | -2 | 1 | 15 | 3
O=C1CCCc2c1oc1c2CCCC1 | -8.1 | -1 | 11 | 12 | 1 | -4 | 1 | 7 | x
CC1=CC(C)(C)N=C(Nc2ccc(C)cc2)S1 | 1.6 | -24 | -9 | 7 | 3 | -6 | 0 | -7 | 2
C=CCNCCOCCOc1ccc(Cl)cc1C(C)(C)C | 6.1 | -3 | -2 | 6 | -10 | -3 | 16 | -25 | 11
Cc1ccc(-n2c(SCC(=O)O)nc3sc4c(c3c2=O)CC(C)(C)SC4)cc1 | 9.2 | 8 | 4 | -4 | 1 | 2 | 0 | 0 | x
COc1ccc(-c2[nH]ncc2CN(C)CC2CCCCO2)cc1F (stereo unspecified) | 1.1 | 0 | -1 | 7 | 3 | 6 | 0 | 2 | -6
O=C1CCN(Cc2ccccc2)CCN1CCOc1ccccc1 | -0.1 | 0 | 2 | 4 | -3 | 0 | 2 | -2 | 0
O=C(CN1CCN(c2ccccc2O)CC1)Nc1ccnn1C1CCCC1 | -0.8 | 5 | 3 | 1 | -9 | 9 | 6 | -4 | -1
O=C1/C(=C/c2ccc(F)cc2)SC(=S)N1CCCC(=O)N1CCCCC1CCO (stereo unspecified) | -1.1 | -9 | -9 | 7 | -6 | 10 | 18 | -17 | 7
O=C(NCCN1CCCCC1)Nc1cccc(C(F)(F)F)c1 | 0.8 | 5 | 4 | 7 | -4 | 5 | 1 | 4 | -3
Cc1ccccc1CS(=O)(=O)c1cnc2ccccc2n1 | -0.8 | 11 | 24 | -12 | 1 | -1 | 3 | -4 | 2
C/C(CCc1ccccc1)=N\NC(=O)CCc1ccccc1 | -1.3 | -4 | 4 | 1 | -3 | -5 | -1 | 27 | 5
COc1ccc2c(c1OC)C(=O)N1C2SC[C@H]1C(=O)NC1CC1 (stereo partly specified) | -1.5 | 2 | -2 | 8 | 0 | 4 | 0 | 1 | 6
CCOC(=O)N1CCN(c2nc(-c3ccc(Cl)cc3)cs2)CC1 | -1.6 | -11 | -6 | 12 | 11 | 0 | 2 | -4 | 6
COc1cccc(CN(C)C(=O)c2ccc(COc3ccc(Cl)cc3)cc2)c1OC | 2.9 | -7 | -7 | 16 | -3 | -4 | 6 | 2 | 10
CCc1nc2ccc(C(=O)NCCNC(C)=O)cn2c1N(CCC(C)C)CCN(C)C | x | -2 | 1 | 9 | 5 | -1 | 0 | x | x
Cc1ccc(-n2cccc2/C=N/n2cnnc2)cc1Cl | -1.2 | 5 | -1 | 3 | 3 | -9 | 1 | -3 | -6
O=C(NCCCN1CCCC1)c1cccc(N2CCCC2=O)c1 | -0.8 | 1 | -1 | -3 | 13 | 0 | 0 | 17 | -2
O=C1C2CCC(C2)C1CN1CCOCC1 (stereo unspecified) | 0.5 | -5 | -3 | 20 | -1 | 0 | 0 | -4 | x
CC1=C(C(=O)NC2CCCc3c2cnn3-c2cc(F)cc(F)c2)OCCO1 (stereo unspecified) | -1.1 | 6 | 2 | -4 | 2 | -3 | 0 | 1 | -1
COc1ccccc1N(C)S(=O)(=O)c1ccc(C(=O)OCC(=O)NCc2cccs2)cc1 | -0.1 | -20 | -20 | 14 | 9 | 1 | 19 | 12 | 4
COc1ncnc2c1oc1nc(CC(C)C)c3c(c12)CCCC3 | 7.9 | -2 | -3 | 3 | 2 | -4 | 0 | -60 | x
CCC1CCCCN1Cc1ccc(CNC(=O)CCc2nnc3ccc(N4CCCCC4)nn23)o1 (stereo unspecified) | 0.1 | 2 | -4 | 1 | 5 | -11 | 0 | -7 | 2
O=Cc1cn(CC(=O)N2CCCCCC2)c2ccccc12 | -0.8 | 0 | 4 | 6 | -5 | 0 | 1 | 0 | 9

Sorted by count of non-hydrogen atoms (lowest first): four of the compounds above.
SMILES | CRFBP-R2 agonist | M5 PAM | CHRM4 PAM | M5 antag | CHRM4 antagonist | M5 ag | M4 ag | CRFR2-BP antag | IDE inh
O=Cc1cn(CC(=O)N2CCCCCC2)c2ccccc12 | -0.8 | 0 | 4 | 6 | -5 | 0 | 1 | 0 | 9
C/C(CCc1ccccc1)=N\NC(=O)CCc1ccccc1 | -1.3 | -4 | 4 | 1 | -3 | -5 | -1 | 27 | 5
COc1ccc2c(c1OC)C(=O)N1C2SC[C@H]1C(=O)NC1CC1 (stereo partly specified) | -1.5 | 2 | -2 | 8 | 0 | 4 | 0 | 1 | 6
COc1cccc(CN(C)C(=O)c2ccc(COc3ccc(Cl)cc3)cc2)c1OC | 2.9 | -7 | -7 | 16 | -3 | -4 | 6 | 2 | 10

Other records follow:
SMILES | CRFBP-R2 agonist | M5 PAM | CHRM4 PAM | M5 antag | CHRM4 antagonist | M5 ag | M4 ag | CRFR2-BP antag | IDE inh
Nc1nc(NCC(=O)O)nc(NC2CCCCC2)c1[N+](=O)[O-] | -2.0 | -5 | -4 | 11 | 17 | -2 | 0 | -6 | x
Cc1ccc(-c2csc3ncnc(Cl)c23)cc1 | 1.6 | -2 | -3 | -1 | 1 | -6 | -2 | 10 | 5
Cc1ccc(CCNC(=O)C2CCCN(S(=O)(=O)c3c(C)nn(C)c3C)C2)cc1 (stereo unspecified) | -1.5 | -3 | -6 | -7 | 1 | -3 | 1 | -5 | 5
CCc1ccc(NC(=O)Cn2nc(C(=O)O)c3ccccc3c2=O)cc1 | 3.2 | -1 | 12 | -4 | -25 | -2 | 2 | 58* | 1
COc1cc(F)ccc1S(=O)(=O)N1CCN(c2ccccc2)CC1 | 1.7 | -3 | 1 | 7 | 5 | -7 | 3 | -3 | -2
O=c1ccc(NS(=O)(=O)c2ccc(Cl)cc2)cn1Cc1ccc(Cl)c(Cl)c1 | 3.8 | -2 | 10 | 4 | -9 | 4 | 5 | -24 | -5
COc1ccc(C(=O)Oc2cc(C)c(CN3CCOCC3)cc2C)cc1OC | -0.7 | 0 | -3 | 4 | 0 | 4 | 3 | 6 | -3
COC(=O)[C@@]1(Cc2ccc(OC)cc2)[C@H]2c3cc(C(=O)N4CCCC4)n(CCc4c[nH]c5ccccc45)c3C[C@H]2CN1C(=O)c1ccccc1 | x | -4 | 1 | 5 | 9 | 2 | 3 | x | x
O=C(CSc1nnc(-c2ccccn2)o1)Nc1ccc(F)cc1 | -0.8 | 4 | 1 | -13 | -7 | -1 | 2 | 3 | -3
COc1ccc(C(=O)NC(C(=O)OCC(=O)Nc2sccc2C(N)=O)C(C)C)cc1 (stereo unspecified) | 0.0 | -10 | -1 | 3 | -13 | 8 | 19 | -14 | -2
Cn1nc(C(C)(C)C)cc1C(=O)N1CCCC(c2cc(C(=O)NCc3ccccc3)no2)C1 (stereo unspecified) | x | 0 | -3 | 0 | -4 | 4 | 9 | x | x
CCCCOc1ccc(-c2cc(C(F)(F)F)c(C#N)c(SCC(=O)O)n2)cc1 | 23 | -2 | 14 | 1 | 2 | -1 | 3 | 20 | 3
CCN(CC)C1CCN(C(=O)c2ccc(OC3CCN(CCc4ccccc4)CC3)cc2)C1 (stereo unspecified) | 3.5 | -14 | -15 | 12 | 15 | -6 | 2 | -9 | 0
CC(C)COc1ccc(/C(=N/O)c2ccccc2)cc1 | 2.6 | -10 | -6 | 5 | -1 | -4 | -1 | 6 | -2
COc1cc(/C=N/Nc2ccc3ccccc3c2)ccc1OC(=O)c1ccco1 | -2.0 | 1 | 2 | -7 | -10 | -2 | 1 | -7 | -1
CC(C)(C)c1ccc2c(c1)C(c1ccc3c(c1)OCO3)CC(=O)O2 (stereo unspecified) | 1.6 | -7 | -1 | -6 | -9 | 1 | -1 | 8 | x
O=C(C1CCCN(S(=O)(=O)c2cnc[nH]2)C1)N1CCN(c2ccc(Cl)cc2)CC1 (stereo unspecified) | -1.4 | -8 | 2 | 6 | 1 | 2 | 0 | 0 | 1
O=C(O)c1cccc(-n2cccc2C=C2C(=O)c3ccccc3C2=O)c1 | -4.1 | 14 | 10 | -25 | -8 | 2 | -1 | 4 | 8
COc1cccc(OC)c1C(=O)OCCCOC(=O)c1c(OC)cccc1OC | -2.4 | -6 | -4 | 4 | 6 | -2 | 5 | 48 | -4
CC(C)(C)c1ccc(C(=O)N2CCN(c3nc4ccccc4o3)CC2)cc1 | -0.8 | -3 | 3 | -2 | -11 | 4 | 6 | -6 | 8
COc1ccc(Cl)cc1C1=CC(=O)C[C@H](c2ccc(F)cc2)C1 | 1.8 | -4 | -7 | -2 | -16 | 1 | -1 | 1 | 1
COc1ccc(C(=O)N(C(C)C)C(C)C)c(OC)c1 | 0.3 | 4 | 4 | -6 | -5 | -5 | 1 | -3 | -3
COc1ccccc1C(=O)N/C(=C\c1ccc(Br)cc1)C(=O)N1CCCC1 | 0.2 | -8 | -4 | 5 | -2 | -1 | 4 | -3 | 5
COC(=O)c1ccc(N2CCN(C)CC2)c(NC(=O)c2cccnc2)c1 | 3.3 | -1 | 3 | 11 | 7 | -3 | 0 | -10 | 5
C[C@H](NC(=O)c1ccco1)C(=O)Nc1nnc(SCc2ccccc2)s1 | 1.3 | 9 | 2 | 1 | 4 | 1 | 1 | 3 | -1
CC(C)(C)C(=O)Cn1c(NCCO)nc2ccccc21 | -2.2 | -3 | 0 | -7 | -6 | 0 | 1 | 27 | 2
N=C(N)c1ccc(O)cc1 | 2.8 | 1 | 28* | -2 | -9 | 0 | 1 | 3 | -5
Cc1ccc(CN(C)C(=O)CCNS(=O)(=O)c2ccccc2)o1 | 1.1 | 3 | 5 | 4 | 16 | 3 | 2 | -8 | -3
O=C(CSCC(=O)NC1CCCC1)Nc1ccccc1 | -3.4 | -1 | 5 | 5 | -1 | -2 | 0 | -3 | 8
Cc1ccc(N(Cc2ccccc2)C(=O)c2ccc(F)cc2)cc1 | 0.4 | -5 | -7 | -1 | -4 | -8 | -2 | 24 | x
COc1ccccc1N1CCN(C(=O)c2ccc(Cn3c(=O)[nH]c4ccsc4c3=O)cc2)CC1 | 0.6 | -5 | -2 | -2 | -6 | 2 | 2 | -20 | 5
COc1cccc(Oc2ccc(OC)cc2C(=O)O)c1 | 3.6 | 1 | 5 | -1 | -1 | -1 | 1 | 74* | -7
